S3 lipid droplet = qHTS Assay for Lipid Storage Modulators in Drosophila S3 Cells; Drosophila S3 cells, BODIPY lipid droplet fluorescence, 18-24 h; cells fed with added oleic acid; Potency in µM for hits, for the others lipid storage change, negative = inhibition, % at the top dose, mostly 46.1 µM; 320,000 compounds, 0.64% hits; AID 2685; active = well fitted inhibition curve with a large enough effect in the signal ratio, with a control signal flat, not every such curve was filed as active; inconclusive = small, poorly fitted or top-dose-only effect, or effect the other way, or a change in a side signal; the % refers to the signal ratio
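Drosophila S3 cells got compounds at several concentrations plus oleic acid (400 uM solution). Laser-scanning cytometry with 488 nm excitation read lipid droplets at 500-530 nm and cells at 575-640 nm. Percent activity was relative to 20 uM Triacsin C.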
S3 lipid droplet cell count max = recorded beside S3 lipid droplet, whose call it bears; cell number change, %; measured here: cell count max response;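 cells counted by Cell Tracker Red CMTPX staining in the red channel; peak over a dose series mostly up to 46.1 µM; percent activity relative to internal control wells on each plate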
The depositor's hits bear a star; i = inactive; ? = inconclusive; . = no result given; & = joins results of further samples. % is set by controls: 0 for no effect and ±100 for the full control effect; potency is the fitted concentration of half-maximal effect. Not all compounds are listed. The share of hits here may be higher or lower than overall.

SMILES	S3 lipid droplet	S3 lipid droplet cell count max
COCCNC(=S)N1CCN(C/C=C/c2ccccc2)CC1	8.5%	-0.1
Cc1sc2ncnc(SCC(=O)NC(C)(C)C)c2c1C	-8.5%	1.9
O=C(OCc1c(-c2ccccc2)ncc2ccccc12)N1CCOCC1	?	.
COC(=O)c1cc(CNC(=O)c2ccc(N3CCCC3)c([N+](=O)[O-])c2)ccc1OC	?	.
CCOc1cc2c(cc1C=O)OC(C)C2 (centres undefined)	-2.2%	-5.5
COc1cc(-c2nc3ccccn3c2/N=C/c2cccc(F)c2)ccc1O	10.8%	2.4
O=C(CCCC(=O)c1ccccc1)NCc1ccccc1	?	.
C[C@]12C=CC(=O)C=C1CC[C@@H]1[C@@H]2C(=O)C[C@@]2(C)[C@H]1CC[C@]2(O)C(=O)CO	-29.8%	-3.2&21.3
Cc1cc(=O)oc(C)c1C(=O)NCc1ccc(F)cc1	i	.
CCNC(=O)C1CC(=O)N(Cc2ccc(F)cc2)C(=Nc2ccc(OC)cc2)S1 (centres undefined)	?	.
c1ccc(CCn2nnnc2C(c2cccnc2)N2CCOCC2)cc1 (centres undefined)	?	.
C(=N\Nc1ccccn1)/c1c[nH]c2ccccc12	?	.
CC(O)[C@@H](C(=O)N1CCNCC1)n1cc(CCCCN)nn1 (some centres undefined)	-23.5%	-2.4
CC(=O)/C(=N/Nc1ccc(C)cc1)Sc1nnc(CCc2ccccc2)n1-c1ccccc1	?	.
NC(=O)c1ccccc1NC(=O)CCCc1ccccc1	?	.
O=C(CN(C(=O)CNS(=O)(=O)c1ccccc1)c1ccc2c(c1)OCCO2)NCc1ccco1	2.0%	-6.4
Cn1c(S(=O)(=O)O)nc2ccccc21	?	.
COc1ccc(C(=O)N2CCCC(c3ccccc3)=N2)cc1	?	.
COc1ccc(C(=O)Oc2ccc3ccc(=O)oc3c2)cc1OC	?	.
O=C(Cn1cc(C(=O)c2ccco2)c2ccccc21)NC1CCCCC1	-3.1%	3.1
O=C(O)c1cc(=O)n(Cc2ccccc2)c(=O)[nH]1	6.4%	21.1
COc1ccc(S(=O)(=O)N2CCOC2CNC(=O)C(=O)NCCc2ccccc2)cc1C (centres undefined)	25.7%	16.1
Cc1ccccc1NC(=O)Cc1nc(COC(=O)COc2cccc(C)c2C)cs1	?	.
CCN(CC)S(=O)(=O)c1ccc2c(c1)nc(CCC(=O)Nc1ccc(N3CCOCC3)cc1)n2C	?	.
Cc1ccc(S(=O)(=O)n2ccc3c2CCCC3=O)cc1	5.9%	-10.7
COc1cccc(-c2cc3c(-n4cccc4)ncnc3o2)c1	?	.
CCNC(=O)NC(=O)C(C)OC(=O)CCCSc1nc2ccccc2s1 (centres undefined)	2.4%	17.6
CN(C(=O)c1cncc(Br)c1)C1C2CC3CC(C2)CC1C3 (centres undefined)	-12.7%	-15.0
N#Cc1cn(Cc2cccc(Cl)c2)c2ccccc12	i	-1.2
CC1=C(C(=O)O)N2C(=O)[C@@H](NC(=O)[C@H](N)c3ccccc3)[C@H]2SC1	-0.6%	-0.1

Arranged by value in S3 lipid droplet cell count max (low to high): 4 from the list above.
SMILES	S3 lipid droplet	S3 lipid droplet cell count max
CN(C(=O)c1cncc(Br)c1)C1C2CC3CC(C2)CC1C3 (centres undefined)	-12.7%	-15.0
Cc1ccc(S(=O)(=O)n2ccc3c2CCCC3=O)cc1	5.9%	-10.7
COc1ccc(S(=O)(=O)N2CCOC2CNC(=O)C(=O)NCCc2ccccc2)cc1C (centres undefined)	25.7%	16.1
CCNC(=O)NC(=O)C(C)OC(=O)CCCSc1nc2ccccc2s1 (centres undefined)	2.4%	17.6

Next section:
SMILES	S3 lipid droplet	S3 lipid droplet cell count max
O=C1C2C3C=CC(C2C(=O)N1c1nccs1)C1C(=O)N(c2nccs2)C(=O)C31 (centres undefined)	-3.4%	-8.3
CC(C)C[C@@H]1NC(=O)[C@H](Cc2ccc(O)cc2)NC(=O)[C@H](CCC(N)=O)NC(=O)c2cc([N+](=O)[O-])cc(I)c2NCC[C@@H](C(N)=O)NC1=O	6.6%	-0.1
COC(=O)CN(c1cccc(C)c1)S(=O)(=O)c1ccccc1	?	.
N#CC1=C(c2ccc(-c3ccccc3)cc2)COC1=O	2.0%	-0.7
O=C(Nc1ccccc1)Nc1ccc(S(=O)(=O)N2CCCCC2)cc1	?	.
C/C(CC(=O)Nc1ccc(N(C)C)cc1)=N\NC(=O)c1ccccn1	?	.
Cc1cc(C(=O)O)ccc1NCc1cccnc1	?	.
CCC(C)(C(=O)NC1CCCC1)N(C(=O)CNC(=O)c1ccccc1)c1c(C)n(C)n(-c2ccccc2)c1=O (centres undefined)	-8.3%	2.8
CC(C)(C)OC(=O)NCCCCCNC(=O)c1[nH]cnc1C(=O)Nc1cccc(Cl)c1	?	.
O=[N+]([O-])c1ccc(Cl)c2c1C1C=CCC1C(c1ccccn1)N2 (centres undefined)	23.5%	15.2
Cn1c(SCC(=O)N/N=C/c2ccccn2)nnc1-c1ccccc1	1.8%	11.9
Cc1ccc2nc(N/N=C/c3ccco3)cc(C)c2c1	-14.7%	-9.5
COc1ccccc1C(=O)COC(=O)c1c(-c2ccccc2)noc1C	?	.
O=C(Nc1ccc(S(=O)(=O)N2CCCCCC2)cc1)C1CCCO1 (centres undefined)	i	.
O=C(Nc1ccc2ncccc2c1)c1cc(Cl)ccc1Cl	14.9%	3.2
NC(N)=Nc1nc(-c2ccccc2)c2ccccc2n1	15.7%	0.0
O=C(Nc1cccc2ccccc12)c1ccc([N+](=O)[O-])cc1	?	.
C=CCn1c(SCC(=O)Nc2sccc2C(N)=O)nc2ccccc2c1=O	?	.
CCOn1c(=O)c(-c2ccc(Br)cc2)[n+]([O-])c2ccccc21	?	.
Cc1ccc(NC(=O)/C(=C\c2ccc([N+](=O)[O-])cc2)NC(=O)c2ccccc2)cc1	?	.
CCCCCC1CC(CC(C)C(=O)Nc2nncs2)C(=O)O1 (centres undefined)	?	.
CCCCN(CCCC)c1cn[nH]c(=O)c1Cl	6.0%	-2.4
Cc1cccc(N2C(=O)c3cccc4c(N)ccc(c34)C2=O)c1	?	.
Cc1c(Nc2c3c(c(C#N)c4nc5ccccc5n24)CCC3)c(=O)n(-c2ccccc2)n1C	17.3%	16.1
CCCn1nnnc1SCC(=O)Nc1cccc(NC(=O)c2ccco2)c1	i	.
O=C(N/N=C\c1ccc(Cl)cc1Cl)c1sccc1-n1cccc1	12.4%	8.5
O=c1ccn([C@@H]2O[C@H](CO)[C@@H](O)[C@H]2O)c(=O)[nH]1	12.1%	-0.4
Nc1ncnc2c1ncn2[C@H]1C[C@H](O)[C@@H](CO)O1	?	.
O=C(Nc1ccc(Cl)c(S(=O)(=O)N2CCOCC2)c1)c1ccccc1-c1ccc(C(F)(F)F)cc1	-13.3%	7.3
O=C(NCc1ccccc1)c1cc(S(=O)(=O)N2CCC3(CC2)OCCO3)ccc1F	i	.
O=C1c2cccnc2C(O)N1Cc1ccco1 (centres undefined)	?	.
Cc1ccc(S(=O)(=O)N(C)C)cc1NC(=O)CSc1nc2ccccc2[nH]1	-4.4%	12.3
CCN(CC)CCN1C(=O)C(=O)/C(=C(/O)c2c(C)[nH]c(C(=O)OC)c2C)C1c1ccccc1OC (centres undefined)	i	.
O=S(=O)(c1ccccc1)N1CCN(Cc2cc3c(cc2Br)OCCO3)CC1	?	.
O=C(CN1CCN(Cc2ccccc2Cl)CC1)N/N=C/c1ccco1	?	.
CCN(CC(=O)Nc1c(F)cccc1F)C(=O)c1ccccc1F	3.5%	18.2
COC(=O)[C@@H]1C[C@@H]2CC[C@@H](O)C[C@@H]2N1Cc1ccc(Cl)cc1	4.1%	.
Cc1ccc(Cn2nnc3c(=O)[nH]c(C4CCN(S(=O)(=O)c5ccc(F)cc5)CC4)nc32)cc1	i	8.9
CCOc1ccc(-c2c(C(=O)N/N=C/c3ccc(O)cc3)nnn2-c2nonc2N)cc1	?	.
CN(CC(=O)Nc1ccc(Cl)cc1)C(=O)c1cccc(S(=O)(=O)NCc2ccccc2)c1	-19.6%	-6.7

Profiles as entered above.
CCOc1ccc(-c2c(C(=O)N/N=C/c3ccc(O)cc3)nnn2-c2nonc2N)cc1 reads S3 lipid droplet: ?; S3 lipid droplet cell count max: .
CCN(CC(=O)Nc1c(F)cccc1F)C(=O)c1ccccc1F reads S3 lipid droplet: 3.5%; S3 lipid droplet cell count max: 18.2

Further entries.
SMILES	S3 lipid droplet	S3 lipid droplet cell count max
C/C(=N\NC(=O)C1COc2ccccc2O1)c1ccc(C)o1 (centres undefined)	?	.
CC(=O)NCCNC(=O)C1CCC(CNc2nc(=S)[nH]c3ccccc23)CC1 (centres undefined)	?	.
CCOc1ccc(C2C(C#N)=C(N)N(c3sc4c(c3C#N)CCCC4)C3=C2C(=O)CCC3)cc1 (centres undefined)	-0.2%	7.9
CC12CCCCC1NS(=O)(=O)OC2 (centres undefined)	?	.
O=C(Nc1nc2cc3c(cc2s1)OCCO3)c1ccc(N2C(=O)CCC2=O)cc1	?	.
O=C(O)Cc1ccc(NC(=O)Nc2ccc3c(c2)OCO3)cc1	?	.
CSC(C1CCCC1)n1nnc2ccccc21 (centres undefined)	?	.
Nc1nc(NC(=O)/C=C\C(=O)O)nn1-c1ccccc1	6.2%	.
Clc1ccc(-c2cnc3ccccc3n2)cc1	?	.
CCCNc1c(NS(=O)(=O)c2ccc(C(C)(C)C)cc2)c(=O)oc2ccccc12	?	.
Cc1cc(C)n2nc(SCC(=O)Nc3ccc(F)cc3)nc2n1	?	.
Cc1cc(C)nc(CCNC(=O)CC2C(=O)NCCN2Cc2ccccc2)n1 (centres undefined)	i	.
CC(=O)N1CCc2cc(N=NC3=C(O)CC(C)(C)CC3=O)ccc21	?	.
Cn1c(=O)c2c(-c3ccccc3)n(N3CCOCC3)cc2n(C)c1=O	1.9%	0.9
C=CCN1C(=O)CN=C1Nc1ccccc1	?	.
O=C(OC1CCN(c2ccc([N+](=O)[O-])cc2)CC1)c1ccccc1	?	.
CCn1cc(C(=O)NCc2ccncc2)c(=O)c2cc(F)c(N3CCN(C(=O)c4ccco4)CC3)cc21	?	.
O=C(NNC(=O)c1cccs1)c1ccc(Cl)c(Cl)c1	?	.
Cc1ccc(C)c(N(CC(=O)Nc2cc(Cl)ccc2Oc2ccccc2)S(C)(=O)=O)c1	13.3%	22.6
COc1ccc(CCNC(=O)C2CCCN(S(=O)(=O)c3ccc(F)cc3)C2)cc1 (centres undefined)	?	.
COc1cccc(-c2n[nH]c(=S)n2Cc2ccco2)c1OC	7.6%	-0.5
CNc1nc(N)c([N+](=O)[O-])c(Nc2ccccc2OC)n1	9.3%	11.2
COC(=O)c1ccc(C(=O)NC2CCCc3c2cnn3-c2cc(F)cc(F)c2)nc1 (centres undefined)	?	.
CN1CCN(CC(=O)N/N=C\c2c[nH]c3ccccc23)CC1	?	.
NS(=O)(=O)c1ccc(NC(=O)CN2C(=O)c3ccccc3C2=O)cc1	?	.
CC1=C(C(=O)N2CCOCC2)C(c2ccc(OC(F)F)cc2)NC(=S)N1c1ccccc1 (centres undefined)	-6.1%	15.9
CC1CCN(C(=O)Nc2cccc(NC(=O)N3CCC(C)CC3)c2)CC1	12.8%	-14.6
CN1CCN(C(=O)C2CCN(c3ncc(C(F)(F)F)cc3Cl)CC2)CC1	?	.
COc1ccccc1N=C1SC(C(=O)Nc2ccc(F)cc2)CC(=O)N1C (centres undefined)	10.9%	-7.0
O=c1c(C(c2ccc(Cl)cc2)c2c(O)nc3n(c2=O)CCCS3)c(O)nc2n1CCCS2	?	.
CC(C)Cn1c(SCC(=O)N2CCCCC2)nc2ccccc2c1=O	4.7%	12.0
CCOC(=O)C1=C(C)NC(=S)NC1c1ccc(OC(=O)c2ccco2)cc1 (centres undefined)	?	.
O=[N+]([O-])c1ccccc1Oc1ncccc1[N+](=O)[O-]	-9.8%	-2.9
COc1ccccc1NC(=O)CSc1nnc(CC(=O)Nc2cccc(C(F)(F)F)c2)n1C	?	.
COc1cccc(NS(=O)(=O)Cc2ccccc2)c1	-5.9%	-1.0
CC(=O)N[C@H](C(=O)N[C@@H](C)C(=O)N[C@H](C#N)CC(=O)O)C(C)C	11.1%	8.3
Cc1cccnc1NC(=O)c1ccc2c(c1)OCCO2	-8.6%	.
CC(NCCS(=O)(=O)c1ccc(Cl)cc1)c1cccc(Cl)c1 (centres undefined)	?	.
O=C1CCCc2ccccc2N1Cc1ccccc1Cl	-6.3%	-11.6
COc1ccc2c(c1OC)C(=O)OC2Nc1ncc(Br)cc1Br (centres undefined)	?	.

Of the compounds above, five have a thiophene ring, fused or not.
SMILES	S3 lipid droplet	S3 lipid droplet cell count max
Cc1sc2ncnc(SCC(=O)NC(C)(C)C)c2c1C	-8.5%	1.9
C=CCn1c(SCC(=O)Nc2sccc2C(N)=O)nc2ccccc2c1=O	?	.
O=C(N/N=C\c1ccc(Cl)cc1Cl)c1sccc1-n1cccc1	12.4%	8.5
CCOc1ccc(C2C(C#N)=C(N)N(c3sc4c(c3C#N)CCCC4)C3=C2C(=O)CCC3)cc1 (centres undefined)	-0.2%	7.9
O=C(NNC(=O)c1cccs1)c1ccc(Cl)c(Cl)c1	?	.

The list continues:
SMILES	S3 lipid droplet	S3 lipid droplet cell count max
CCc1noc(C)c1C(=O)Nc1ccc(F)c(F)c1	0.9%	9.6
COCC1CCN(C(=O)c2oc3c(F)cccc3c2C)C1 (centres undefined)	?	.
O=C(O)c1ccc(NCc2nc3ccccc3n2Cc2ccccc2F)cc1	?	.
COCCCNC(=O)CS(=O)Cc1nc(-c2ccccc2C)oc1C (centres undefined)	5.9%	-1.9
Cc1ccnc(NC(=O)C2COc3ccccc3O2)c1 (centres undefined)	?	.
O=C(c1cccc(S(=O)(=O)N2CCCC2)c1)N1CCN(Cc2ccccc2)CC1	?	.
CCOC(=O)c1c(-c2ccc(C)cc2)csc1NC(=O)c1cc2ccccc2oc1=O	?	.

Compound activity (PubChem)
